Bioassay records (PubChem BioAssay)
MCF10A rerep: A quantitative high throughput screen for small molecules that induce DNA re-replication in MCF 10a normal breast cells; MCF 10A DNA re-replication, Hoechst nuclear intensity, 48 h; Potency, µM (top dose mostly 46.1 µM), for inactives: top-dose activity, positive = re-replication, actives largely listed as activators; 2.9% of 350,000 active; AID 624296, 2012; note: potency is the fitted concentration of half-maximal effect; % of control where 0% means no effect; nearly all actives have a fitted effect of over 50% in size
HT1080 IDH1KD tx: qHTS for induction of synthetic lethality in tumor cells producing 2HG: qHTS for the HT-1080-IDH1KD cell line; HT-1080 IDH1 knockdown viability, ATP luminescence, 48 h; Potency, µM (series often up to 46.1 µM), for the others: top-dose activity, negative = toxicity, most hits filed as cytotoxic; 2% of 360,000 active;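 note: potency is the fitted concentration of half-maximal effect; 0% = DMSO wells and -100% = cell-free medium wells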
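Luminescent ATP read-out (CellTiter-Glo, 10 min at room temperature) after 48 h compound exposure at 37 °C gave viability of IDH1-knockdown HT-1080 cells. Activity was normalised to DMSO and cell-free wells, then fitted as concentration-response curves.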
ATXN viability: Viability Counterscreen for Primary qHTS for Inhibitors of ATXN expression; Potency, µM (doses to about 56.7 µM), usual class: cytotoxic; AID 651635, 2014; 0.49% of 400,000 active; S2 cells (HEK-293 line with an ATXN2-luciferase reporter) viability, CellTiter-Fluor protease fluorescence, 24 h; note: potency is the fitted concentration of half-maximal effect; nearly all actives have a fitted effect of over 40% in size
KB-3-1 tox: qHTS assay for MDR1-selective chemotherapeutics: Primary screen using the parental adenocarcinoma cell KB-3-1; KB-3-1 viability, CellTiter-Glo ATP luminescence, 72 h; Potency, µM (top dose mostly 46.1 µM), for inactives: at the highest dose activity change, negative = cytotoxic, most hits filed as cytotoxic; 1.4% of 400,000 active; note: potency is the fitted concentration of half-maximal effect; % is set by controls: 0 for no effect and ±100 for the full control effect; nearly all actives have a fitted effect of over 60% in size
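Luminescent ATP read-out (CellTiter-Glo) measures survival of drug-naive KB-3-1 cells after 72 h compound exposure at 37 °C. Titration series was screened from lowest to highest concentration, with DMSO vehicle plates as background controls.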
SW480 rerep: A quantitative high throughput screen for small molecules that induce DNA re-replication in SW480 colon adenocarcinoma cells | SW480 DNA re-replication, Hoechst DNA content imaging, 48 h | Potency, µM (top dose mostly 46.1 µM), for the others: top-dose re-replication activation, actives largely listed as activators | 1.8% of 340,000 active; note: potency is the fitted concentration of half-maximal effect; % of control where 0% means no effect; nearly all actives have a fitted effect of over 55% in size
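First, 250 cells per well were seeded. Next, compound or vehicle (23 nL) was pinned in, plates sat 48 hr at 37 C. Finally Hoechst was added for 40 min before fluorescence scanning.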
ATXN2 expr inh: Primary qHTS for Inhibitors of ATXN expression | HEK-293 ATXN2-luciferase reporter, luminescence, 24 h | Potency, µM (series often up to 57 µM), for the others: top-dose activity change, negative = inhibition, hits mostly inhibitors | 0.72% of 360,000 active | AID 1745845, 2022; note: potency is the fitted concentration of half-maximal effect; % is set by controls: 0 for no effect and ±100 for the full control effect; nearly all actives have a fitted effect of over 55% in size
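ATXN2-luciferase reporter cells (luciferase flanked by upstream and downstream ATXN2 gene portions) were treated 24 h at 37 °C with compounds at up to 57 uM. SteadyGlo luminescence gave expression; GF-AFC fluorescence gave viability.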
HT1080NT lethal: qHTS for induction of synthetic lethality in tumor cells producing 2HG: qHTS for the HT-1080-NT fibrosarcoma cell line; HT-1080-NT fibrosarcoma viability, CellTiter-Glo ATP luminescence, 48 h; Potency, µM (highest dose often 46.1 µM), without a hit: at the highest dose activity, negative = less viability, most hits filed as cytotoxic; 1.6% of 360,000 active;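 note: NT is the 2HG producing partner of a matched IDH1 knockdown line; potency is the fitted concentration of half-maximal effect; 0% = DMSO-treated cells and -100% = media-only wells without cells; nearly all actives have a fitted effect of over 55% in size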
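750 cells/well, RPMI + 5% FBS; 2 h settle, compound pin-transfer, 48 h at 37 degrees C. CellTiter-Glo 10 min RT, luminescence. Normalized to DMSO and media-only wells.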
IL-1B inflam inh: qHTS for Inhibitors of Inflammasome Signaling: IL-1-beta AlphaLISA Primary Screen | THP-1 LPS/ATP IL-1B secretion, AlphaLISA, 16 h; stronger effect = lower value | activity change, % at 57.5 µM | 4.7% of 360,000 active | AID 743279, 2014; in the data active = activity change below about -50%; inconclusive = mostly about -30% to -49%; note: % is set by controls: 0 for no effect and ±100 for the full control effect
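Secreted IL-1B measured by AlphaLISA bead assay after 16 h compound exposure of THP-1 cells; compounds (final up to 57.5 uM) added 1 h before LPS (250 ng/mL) and ATP (1.25 mM) stimulation; lower signal means less secretion.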
HepG2 tox: qHTS for Inhibitors of TGF-b: Cytotox Counterscreen; HepG2 CAGA-GFP viability, ATP luminescence, 18 h; Potency, µM (series often up to 46.1 µM), inactives show top-dose activity change, negative = cytotoxicity, most hits filed as cytotoxic; 0.76% of 410,000 active; note: potency is the fitted concentration of half-maximal effect; some results filed as inactive show a strong effect at the top dose
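HepG2 CAGA-GFP cells (1000/well, DMEM with 1% FBS) received compound, then TGF-beta at 500 pg/mL final, and were incubated 18 hours at 37 degrees C. Viability was read by CellTiter-Glo luminescence. Media-only wells were set as complete cell-killing and DMSO as no toxicity.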
Numbers without * were called inactive; i = inactive; ? = inconclusive; . = not tested or not shown; & = joins results of further samples; [ ] = dose if it differs, or a comment. Unless noted, calls come from the whole dose curve; as a rule, active = well fitted curve in the direction sought with a large enough effect; inconclusive = small, poorly fitted or top-dose-only effect, or another doubt; inactive = no such curve, though single readings can be large; an effect the other way counts as inactive or inconclusive. Some of the compounds tested; rates above refer to the full screens.

SMILES	MCF10A rerep	HT1080 IDH1KD tx	ATXN viability	KB-3-1 tox	SW480 rerep	ATXN2 expr inh	HT1080NT lethal	IL-1B inflam inh	HepG2 tox
CN(C)c1cccc2c(C#N)ccc(N(C)C)c12	?	-2%	i	2%	-21%	-23%[11.3 µM]	-13%	9	2%
CC12CCC3C(CC=C4CC(O)CCC43C)C1C/C(=C\c1ccccc1F)C2=O (stereo not given)	6.5µM*	?	?	0%	8%	-30%	?	23	-5%
CCCC12CN3CC(CCC)(CN(C1)C3c1ccccn1)C2=O (stereo not given)	10%	0%	?	-4%&4%	-8%	-12%&15%	1%	-4	13%&2%
CC(C)[C@H]1C(=O)O[C@H](C(C)C)C(=O)N(C)[C@@H](C(C)C)C(=O)O[C@H](C(C)C)C(=O)N(C)[C@@H](C(C)C)C(=O)O[C@H](C(C)C)C(=O)N1C	?	3.3µM*	10µM*	5.8µM*	0%	7.9µM*	4.1µM*	-8	-38%
CCN1CCN(Cc2cc(OC)c3c(c2)OCO3)CC1	6%	10%	i	-7%	?	2%	?	0	11%
Cc1ccccc1CN1CCCN(Cc2ccc(Cl)cc2)S1(=O)=O	26%	-4%	i	-1%	-2%	4%	-14%	-14	-34%
CC1CNCCN1c1ccc(Cl)cc1 (stereo not given)	3%	1%	?	12%	-3%	-5%	5%	0	-1%
Cc1cccn2c(=O)c3c(nc12)N1CCCCCC1C1(C3)C(=O)N(C)C(=O)N(C)C1=O (stereo not given)	5%	-1%	i	3%	1%	-11%	-1%	-9	-6%
CCCCn1c(=O)c(C(=O)Nc2ccccc2F)c(O)c2ccccc21	12%	0%	i	-9%	-5%	21%	5%	38	-1%
CN1Cc2cnnn2-c2ccccc2C1c1ccccc1 (stereo not given)	-12%	3%	i	3%	-8%[9.22 µM]	9%	8%	6	-10%
Oc1ccc(CC2(N3CCCC3)CCCCC2)cc1	6%	-7%	i	2%	-2%	.	-2%	-10	-52%
CC(C)(C)n1ncc2c(=O)n(Cc3cccc(Cn4cnc5c(cnn5C(C)(C)C)c4=O)c3F)cnc21	-12%	.	i	?	3%[9.22 µM]	-2%	.	.	-30%
CC(=NCc1ccc(F)cc1)c1c(O)n(C)c(=O)n(C)c1=O	?	?	i	5.8µM*	-15%	-17%	0%	29	-4%
COc1ccc2[nH]c(C)c(CCN3CCC(=O)C(C)C3C)c2c1 (stereo not given)	-4%	0%	?	3%	-4%	-21%	7%	-11	-62%
COc1cccc(C(c2nnnn2-c2ccc3c(c2)OCCO3)N2CCC3(CC2)C(=O)NCN3c2ccccc2)c1OC (stereo not given)	.	16µM*	.	-2%	.	-36%	?	-6	7%
O=C(Cc1ccccc1)Oc1ccc(N2C(=O)C3CCCCC3C2=O)cc1 (stereo not given)	-12%	13%	i	6%	0%	-4%	9%	0	0%
Cc1ccc(Cn2nc(C)c(C=O)c2Cl)cc1	-8%	-7%	?	-3%	1%	13%	-3%	4	3%
CCOC(=O)CC(SP1(=S)OCC2(CCCCO2)C(C2CCCCO2)O1)C(=O)OCC (stereo not given)	6%	6%	i	0%	-19%	1%	7%	17	-9%
CN(C)C(=O)Oc1ccc(-c2nnco2)cc1	0%	15%	i	-12%	-5%	6%	10%	24	0%
CC(C)OC(=O)CN1C(=O)C(=O)c2ccccc21	23µM*	?	i	18µM*	?	-13%	?	-3	-16%
O=C1NC(=O)C(Cc2ccccc2)(Cc2ccccc2)C(=O)N1Cc1ccccc1	?	?	i	?	?	-14%	?	-54*	-53%
COC(=O)C1=C(c2ccc(OC(F)(F)F)cc2)C[C@@H]2CC[C@H]1N2C(=O)NCc1ccc(F)cc1	8%	-7%	?	-13%	2%	0%	-2%	-9	-4%
O=C1CN=C(c2cccs2)c2c(sc3c2CCCC3)N1	13µM*	10µM*	i	?	21µM*	?	11µM*	29	-21%
CN1CCN(c2ncnc(Cl)c2N)CC1	-2%	4%	i	-6%	-3%	-17%	-5%	4	14%
COc1cc2c(cc1OC)C13CCN4CC5=CCOC6CC(=O)N2C1C6C5C3C4 (stereo not given) (tested in a mixture with another compound)	-18%	5%	i	-23%	-29%	-8%	9%	-4	-7%

(listing goes on)
SMILES	MCF10A rerep	HT1080 IDH1KD tx	ATXN viability	KB-3-1 tox	SW480 rerep	ATXN2 expr inh	HT1080NT lethal	IL-1B inflam inh	HepG2 tox
CC12C(C(=O)O)C1(c1ccccc1)C2C(=O)O (stereo not given)	0%	27%	i	3%	-2%	9%	11%	19	-3%
CN1C(=O)/C(=C\c2ccc(Br)s2)C(=O)NC1=S	?	-12%	?	10%	?	?	-16%	-99*	1%
N#CC1=C(N)Oc2c(c(=O)sc3ccccc23)C1c1ccncc1 (stereo not given)	21µM*	21µM*	?	?	13µM*	-15%	?	27	-29%
COc1ccc(C(=O)N2CCC3(CC2)OCCO3)cc1	-22%	14%	i	17%	-1%	10%	0%	1	-1%
CC(=O)Nc1cc(-c2cccc(C(=O)N(C)C)c2)cn2c(-c3cccc(C(F)(F)F)c3)cnc12	.	-29%	?	0%	.	0%	?	-20	-20%
COc1ccc(-n2c(C)nc3ccccc3c2=O)c([N+](=O)[O-])c1	2%	0%	i	1%	1%[9.22 µM]	-26%	17%	-10	10%
OCC12CO[C@@H]3c4ccccc4[C@H](OC1)N32 (stereo not given in full)	-3%	10%	i	27%	-3%	-1%	9%	14	12%
CCC1=Nc2cc(C(=O)N3CCC4(CC3)OCCO4)ccc2Sc2ccccc21	3%	-3%	?	0%	-13%	-20%	-6%	4	-17%
O=C(C[C@@H]1C[C@@H]2c3cc(NS(=O)(=O)c4ccc(F)cc4)ccc3O[C@@H]2[C@H](CO)O1)N1CCc2ccccc2C1	.	-11%	?	22%	.	-6%	16%	-25	-1%
CCOC(=O)c1cnc(SCc2ccc(Cl)c(Cl)c2)nc1N1CC1	13µM*	9.2µM*	?	0%	4.1µM*	-28%	?	-14	-21%
O=C1N[C@@H](Cc2ccccc2)C(=O)N2[C@H]1C[C@H]1c3ccccc3N(OOSc3ccccc3)[C@H]12	-2%	-7%	?	-2%	-47%[inhibitor][9.22 µM]	-18%	-12%	54	-12%
OCCNc1c2c(nc3ccccc13)CCCC2	-6%	12%	i	-4%	-3%	-16%	3%	-28	-1%
O=S1(=O)N(Cc2ccccc2Cl)CCCN1Cc1ccccc1Cl	.	.	i	-17%	.	0%	.	.	-33%
COc1cc(C2c3cc4c(cc3CC3COC(=O)C32)OCO4)cc(OC)c1O (stereo not given)	?	?	i	0%	0.16µM*	1%	?	26	-59%
COC(=O)C1=C(c2ccc(F)cc2F)C[C@@H]2CC[C@H]1N2C(=O)NCc1ccc2c(c1)OCO2	?	-1%	i	0%	1%	3%	13%	-10	8%
O=C(C[N+]12CCC(CC1)C(CO)C2)c1ccc([N+](=O)[O-])cc1 (stereo not given)	8%	1%	i	-19%	2%	.	2%	3	2%
COC(=O)C1=C(c2ccccc2)C[C@@H]2CC[C@H]1N2C(=O)NC1CC1	-25%	-4%	i	1%	-43%	7%	-1%	5	-2%
CCCCC[C@@H]1CCCCC[C@H](O)C[C@@H](O)[C@@H](O)/C=C/C(=O)O1	.	-14%	i	-17%	.	0%	-9%	?	.
O=C1NC(=O)C(CCc2ccncc2)(CCc2ccncc2)C(=O)N1Cc1ccc(F)cc1	3%	6%	i	-2%	-116%[inhibitor]	9%	-1%	27	0%
CC1CCN(C(CC(=O)c2ccccc2)C(=O)c2ccccc2)CC1 (stereo not given)	3.7µM*	?	i	-6%	6.5µM*	?	-12%	-67*	22µM*
CC(C)CCOC(=O)c1c(N)n(CC2CCCO2)c2nc3ccccc3nc12 (stereo not given)	?	-8%	i	-6%	?	-14%	-17%	-65*	0%
COC(=O)C1=C(c2ccc(F)cc2OCc2ccccc2)C[C@@H]2CC[C@H]1N2C(=O)NCc1ccc(Cl)cc1	4%	-5%	?	?	9%	-28%	-10%	-55*	0%
Cc1cc(=O)oc2cc(OCC(=O)N3C[C@H]4C[C@@H](C3)c3cccc(=O)n3C4)c(Cl)cc12	-19%	1%	i	0%	-5%	6%	2%	4	11%
CC(C)N1C(=O)/C(=C/C=C/c2ccco2)C(=O)N(Cc2ccco2)C1=O	9.2µM*	?	?	?	?	?	?	-106*	-29%
CCCN1CCc2cccc3c2[C@H]1Cc1ccc(O)c(O)c1-3	?	23µM*	.	-7%	22%	?	3.3µM*	-3	-26%
CN(C)c1ccc(/C=C2/C(=O)NC(=O)N(Cc3ccco3)C2=O)cc1	-2%	6%	i	13%	-2%	0%	7%	-11	10%
